Assay outcomes deposited in PubChem by several laboratories.
iPSC survival up = enhancers of single-cell hiPSC survival, primary screen, ATPlite luminescence; 100% = ROCK inhibitor wells, 0% = DMSO; survival enhancement, % at 20 µM; 0.044% of 360,000 active; in the data active = survival enhancement above about 18%;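 note: cells exposed to compounds for 16 hours before the ATP read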
NR2E3 ag-1 = NR2E3 agonists in two-hybrid cells, primary screen, cell-based, luminescence, CHO-S, Gal4-NCOR/VP16-NR2E3; Photoreceptor-specific nuclear receptor (Homo sapiens), Q9Y5X4; luciferase; inhibition of corepressor binding, % at 3.98 µM; 0.35% of 360,000 active; AID 602229, 2012;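 active = inhibition above the mean of all tested compounds plus 3 SD, cut at about 70% in these data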;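 note: 0% = DMSO with NR2E3 transfected cells and 100% = cells lacking NR2E3 construct; higher means lower luciferase signal from less NR2E3 corepressor binding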
HIF-2a inh = HIF-2a reporter inhibitors, primary screen, luminescence, 786-0 RCC cells | AID 624352, 2012 | 786-0 RCC cells HIF-2a reporter, luciferase luminescence, overnight | 0.72% of 360,000 active | inhibition, % at 18.8 µM;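 active = inhibition of the luminescence signal of 40% or more relative to plate controls, in a single-dose primary screen at 18.75 µM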
CaV13 FRET inh = Primary screen for inhibitors of IQ motif and Ca2+-dependent inactivation inhibitor domain binding in CACNA1D, Förster resonance energy transfer in living cells, …; HEK cells, CFP/YFP FRET ICDI-IQ, plate reader, 10 min; percent FRET-ratio fall versus neutral wells; AID 743397; inhibition, % at 12.3 µM; 0.098% of 340,000 active;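 active = mean replicate inhibition of at least 30% and at least 1% of replicates passing that level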;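 note: 0% = median of the neutral control wells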
MITF TRPM1 inh = inhibitors of MITF-dependent TRPM1 promoter reporter, primary screen, cell-based, SK-MEL-5, single point, luciferase; inhibition, % at 12.5 µM; SK-MEL-5 TRPM1 promoter luciferase, 24 h; 0.83% of 330,000 active; AID 488899, 2010;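 active = mean inhibition across replicates of 60% or more, whatever share of single replicates reaches that level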; note: values of inactives mirror those of a sister screen read the other way
H9c2 protect = cardioprotection against H2O2-induced cell death, primary screen, uHTS, H9c2 cells, ATPLite luminescence; H9c2 cardiomyocytes, H2O2 injury protection, 2 h; protection from H2O2 cell death, % at 20 µM; 0.63% of 360,000 active;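 active = compounds giving at least 50% protection of heart cells from peroxide-induced death in the single-dose screen, raw or plate-pattern-corrected value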;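 note: 0% = DMSO wells with peroxide and 100% = DMSO wells without peroxide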
HTR2A ag = mouse Htr2a agonists via beta-arrestin recruitment, primary screen, cell-based, luminescence | 5-hydroxytryptamine receptor 2A (Mus musculus), P35363 | CHO-K1 mHTR2A beta-arrestin complementation; percent of 30 µM serotonin response | activation, % at 7.6 µM | 0.66% of 360,000 active | AID 624169, 2012;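 active = activation above a run cutoff, the mean activation of all tested compounds plus 3 SD, cut at about 14% in these data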;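 note: 0% = plate median of compound wells and 100% = 30 µM serotonin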
Target sequence (P35363 whole entry, looked up): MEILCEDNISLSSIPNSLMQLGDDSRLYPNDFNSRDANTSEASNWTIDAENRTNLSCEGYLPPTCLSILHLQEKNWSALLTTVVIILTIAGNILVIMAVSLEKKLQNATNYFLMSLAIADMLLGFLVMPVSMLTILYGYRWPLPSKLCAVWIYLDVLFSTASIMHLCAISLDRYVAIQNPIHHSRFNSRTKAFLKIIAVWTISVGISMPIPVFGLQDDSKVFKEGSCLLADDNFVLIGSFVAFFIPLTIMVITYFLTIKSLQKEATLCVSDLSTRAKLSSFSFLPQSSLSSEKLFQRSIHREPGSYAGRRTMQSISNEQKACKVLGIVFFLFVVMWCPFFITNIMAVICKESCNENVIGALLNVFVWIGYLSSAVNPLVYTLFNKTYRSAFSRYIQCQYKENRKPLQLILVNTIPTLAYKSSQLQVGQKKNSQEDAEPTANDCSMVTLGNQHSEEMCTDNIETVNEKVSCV
PDI inh = inhibitors of human PDI, primary screen, biochemical, turbidity, single point, plate reader; PDI insulin aggregation turbidity, A650, 90 min; 0.052% of 350,000 active; Protein disulfide-isomerase (Homo sapiens), P07237; inhibition, % at 10 µM;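 active = mean inhibition across replicates of 30% or more, whatever share of single replicates reach that level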;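 note: absorbance from insulin aggregation driven by PDI reduction with DTT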
Target sequence (P07237 whole entry, looked up): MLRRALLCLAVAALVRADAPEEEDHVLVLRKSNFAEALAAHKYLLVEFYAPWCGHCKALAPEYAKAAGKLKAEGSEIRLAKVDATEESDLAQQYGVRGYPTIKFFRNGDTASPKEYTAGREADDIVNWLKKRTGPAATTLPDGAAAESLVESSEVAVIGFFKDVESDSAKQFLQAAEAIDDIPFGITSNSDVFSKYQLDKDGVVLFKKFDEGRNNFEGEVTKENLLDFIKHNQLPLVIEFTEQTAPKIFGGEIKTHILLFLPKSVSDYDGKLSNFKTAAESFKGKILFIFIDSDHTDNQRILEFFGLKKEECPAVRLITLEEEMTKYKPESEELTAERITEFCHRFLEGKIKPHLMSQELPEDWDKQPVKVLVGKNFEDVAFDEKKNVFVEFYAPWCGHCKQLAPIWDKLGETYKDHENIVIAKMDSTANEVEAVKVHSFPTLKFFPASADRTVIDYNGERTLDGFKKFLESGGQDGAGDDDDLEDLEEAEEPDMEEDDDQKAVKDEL
Peg3 promoter = Peg3 promoter-driven luciferase inhibitors, primary screen, cell-based, HeLa, luciferase luminescence; HeLa PEG-Prom luciferase reporter, overnight; inhibition, % at 20 µM; 1.7% of 360,000 active;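 active = inhibition of at least 50% at 20 µM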
NR2E3 ag-2 = inhibitors of NR2E3-RetCOR corepressor binding, primary screen, NR2E3 agonist project, biochemical, TR-FRET, GST-NR2E3, biotin-RetCOR | Photoreceptor-specific nuclear receptor (Homo sapiens), Q9Y5X4 | 1536-well | inhibition of corepressor binding, % at 4.78 µM | 0.12% of 320,000 active | AID 2300, 2010;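 active = percent inhibition above the cutoff of mean plus 3 SD of all tested compounds, set per screening campaign, cut at about 20% in these data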;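 note: 0% = DMSO wells and 100% = biotin wells as full block of FRET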
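System: GST-tagged NR2E3 plus biotinylated RetCOR corepressor; Amount: 1.35 nM GST-tagged NR2E3 final; Dosing: single nominal compound dose of 4.8 µM; Schedule: 5 h incubation at 4 °C; Technique: TR-FRET with europium anti-GST and streptavidin-D2, 340 nm excitation; Controls: biotin wells as high control, 0.6% DMSO wells as low control.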
Shn3 3UTR inh = reduction of Shn3 3'UTR firefly luciferase signal, primary screen, Schnurri-3 inhibitor project, cell-based, Clone20 osteoblasts, set 2; Clone20 osteoblast Shn3 3'UTR firefly luciferase, 24 h; inhibition, % at 12.5 µM; 0.52% of 360,000 active;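 active = mean inhibition of at least 75% with every replicate also reaching 75%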;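 note: 0% = median of neutral control wells and 100% = pilot-screen positive control compound; some compounds past the cut are filed as inactive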
* hit, by the source's call; x = not tested or not shown.

SMILES | iPSC survival up | NR2E3 ag-1 | HIF-2a inh | CaV13 FRET inh | MITF TRPM1 inh | H9c2 protect | HTR2A ag | PDI inh | Peg3 promoter | NR2E3 ag-2 | Shn3 3UTR inh
C[C@H]1O[C@H]1P(=O)(O)O | 0.1 | -1 | 10 | -6 | 1 | 15 | -2 | -5 | -3 | 5 | -42
O=C(COC(=O)Cc1c(Cl)cccc1Cl)NCCC1=CCCCC1 | -0.2 | -6 | 8 | -3 | -2 | 0 | 2 | 0 | 7 | -3 | -15
COc1cc(CCC(=O)NCc2ccc(Cl)cc2)cc(OC)c1OC | -0.3 | -19 | 9 | -21 | 7 | -8 | -7 | -1 | 2 | 2 | -19
Cc1cc(Cl)c(S(=O)(=O)NC2CCCC2)cc1OCC(N)=O | -0.4 | -3 | 13 | x | 4 | -4 | 6 | -8 | 14 | 2 | 12
COc1ccccc1C(=O)NCC(c1cccnc1)N(C)C (stereo unspecified) | 0.5 | 4 | -6 | -8 | -8 | -2 | 0 | 4 | 7 | -1 | 1
O=C(CCNc1n[nH]c(=O)[nH]c1=O)N1CCOCC1 | 1.1 | -4 | 11 | -6 | 9 | 8 | -1 | 6 | 0 | -3 | -19
Cc1ccc(NC(=O)c2cnc(N3CCN(c4ccccn4)CC3)c3ccccc23)c(Br)c1 | -3.0 | 18 | 19 | -5 | 38 | 3 | 10 | 4 | 90* | 3 | 59
COCCN1C(=O)c2cc(C(=O)Nc3ccc(C)c(F)c3)ccc2C1Nc1ccc(C)c(F)c1 (stereo unspecified) | 3.2 | -59 | -65 | -6 | x | 14 | -2 | x | -30 | -1 | -5
CCCCC(=O)Nc1nc(C)c(C(C)=O)s1 | 1.0 | -13 | -26 | -6 | -13 | -8 | -3 | 5 | -21 | -5 | -14
Cc1c(-c2ccccc2)cnc2c(C)cccc12 | 0.0 | -15 | -21 | -5 | -1 | -1 | -1 | 3 | -10 | 4 | x
Cc1cc(NC(=O)Cn2ccsc2=N)c([N+](=O)[O-])cc1C | -1.0 | 17 | 14 | 0 | 1 | -4 | 3 | 23 | -8 | 2 | 6
CCc1ccc(N2C(=O)CC(N(CC3CCCO3)C(=O)/C=C/C(=O)O)C2=O)cc1 (stereo unspecified) | 2.0 | -15 | 6 | -4 | -5 | 0 | -2 | -12 | -1 | 0 | -7
CCCn1c(CNS(=O)(=O)c2ccc(C)cc2)nc2ccccc21 | 7.6 | -28 | -16 | -7 | x | 0 | 11 | x | 5 | 2 | -6
CC(C)N(C(=O)COC(=O)[C@@H]1CC(O)CN1S(=O)(=O)c1ccccc1[N+](=O)[O-])C(C)C (stereo partly specified) | -1.8 | 19 | 19 | -4 | -10 | 3 | 0 | -1 | -1 | 3 | -4
COc1ccc(NC(=S)N(CCc2c(C)[nH]c3ccccc23)Cc2ccco2)cc1 | 0.3 | -22 | -13 | -6 | -5 | -11 | 2 | 12 | -15 | 3 | 12
CCOC(=O)CNC(=O)C1COc2ccccc2O1 (stereo unspecified) | -0.6 | 32 | 16 | 3 | 13 | 3 | 0 | -3 | -1 | -1 | -4
CS(=O)(=O)c1ccc2nc(NC(=O)C3CC(=O)N(c4ccccc4)C3)sc2c1 (stereo unspecified) | 0.0 | 8 | 13 | -3 | 10 | -1 | -5 | 6 | 8 | -1 | 5
O=C(OCC(=O)c1cccs1)c1ccc([N+](=O)[O-])o1 | 0.3 | -4 | 0 | -3 | 24 | 7 | 4 | -5 | 0 | 2 | -23
O=C(C(Cc1ccccc1)n1cccc1)N1CCCCCC1 (stereo unspecified) | -0.9 | -7 | 6 | -6 | 3 | -4 | -1 | x | 14 | 0 | 5
Cc1cc(Cl)n2c(nc3ccccc32)c1C#N | 2.1 | -31 | -24 | -4 | 81* | -27 | 2 | 2 | 103* | x | 80
Cc1ccc(S(=O)(=O)NCC(=O)OCc2ccccc2Br)cc1 | 4.3 | 0 | 7 | -4 | 8 | -17 | 3 | 27 | 3 | -2 | 3
Cc1ccccc1NS(=O)(=O)c1nnc(NC(=O)c2ccc(Cl)cc2)s1 | -3.2 | 0 | 11 | -7 | 8 | -3 | -2 | -7 | 5 | 7 | 1
Cc1ccc(CCNC(=O)c2ccc(CS(=O)(=O)Cc3ccccc3F)o2)cc1 | 0.1 | 5 | 6 | -7 | 17 | 21 | -3 | 1 | 14 | -4 | -5
Cc1noc(C)c1COc1ccccc1C(=O)NCc1ccccc1Cl | 0.6 | -7 | 14 | -5 | 1 | 18 | -5 | -3 | 17 | 2 | 9
Cc1[nH]c(C)c(S(=O)(=O)NCc2ccc(OC(C)C)cc2)c1C(=O)N1CCCC1 | 0.2 | 14 | 9 | -3 | 0 | -3 | 6 | 7 | 0 | 4 | -1

Continued:
SMILES | iPSC survival up | NR2E3 ag-1 | HIF-2a inh | CaV13 FRET inh | MITF TRPM1 inh | H9c2 protect | HTR2A ag | PDI inh | Peg3 promoter | NR2E3 ag-2 | Shn3 3UTR inh
C=CCC(=O)NC1CC(C)(C)Cc2c1cnn2-c1ccccc1C (stereo unspecified) | -0.7 | -5 | 19 | -20 | -1 | 5 | -1 | -3 | 12 | 0 | -1
Cc1ccccc1NC(=O)CS(=O)(=O)c1cn(CC(=O)N2CCOCC2)c2ccccc12 | 1.0 | -18 | 19 | -2 | -6 | 2 | 1 | 1 | 4 | 0 | 2
COc1ccccc1NS(=O)(=O)c1cc(NC(=O)c2ccc(Cl)nc2)ccc1Cl | -0.4 | -23 | 20 | -5 | 64* | -8 | 5 | -1 | 50* | -2 | 87*
COc1ccc(CCNC(=O)CN2CCN(Cc3ccc(F)cc3)C2=O)cc1OC | -2.1 | 7 | 9 | -7 | x | -3 | -1 | 0 | 9 | 2 | 16
CCn1c(=O)c2c3c(sc2n2cnnc12)CCC3 | 5.3 | 0 | 2 | x | 9 | 40 | 5 | 10 | -21 | 1 | 6
Nc1ccc(-c2sc(N)nc2-c2ccccc2)cc1 | 0.2 | -18 | 25 | -5 | 5 | 4 | -2 | 10 | 16 | -4 | 2
C=CCOc1ccc2ccccc2c1CNn1cn[nH]c1=S | -0.8 | -8 | 17 | -5 | 6 | -7 | 1 | -2 | 10 | 6 | 7
Cc1ccc(CN2CCN(Cc3cnc(C)[nH]3)CC2CCO)cc1 (stereo unspecified) | -1.0 | -1 | 5 | -4 | 0 | 1 | -4 | 16 | 3 | 0 | 2
COc1cc(OC)cc(C2=NC3(CCC(C)CC3)NC2=S)c1 (stereo unspecified) | -0.4 | -15 | 17 | -1 | -8 | 7 | -4 | -1 | 11 | -2 | 4
O=C(CC1NCCNC1=O)Nc1ccccc1 (stereo unspecified) | 0.3 | 26 | 11 | -4 | 8 | 4 | 3 | -3 | -5 | -1 | -28
Cc1ccc(N(Cc2ccc(C(=O)Nc3c(C)n(C)n(-c4ccccc4)c3=O)cc2)S(C)(=O)=O)cc1C | -0.6 | -8 | 5 | -4 | 9 | -1 | 0 | 0 | 10 | -2 | 21
O=C(NCC1CCCO1)c1ccc(NS(=O)(=O)c2ccccc2)cc1 (stereo unspecified) | 0.0 | -6 | 12 | -3 | -3 | -1 | 7 | 0 | 6 | 3 | 12
CC(=O)OC1CCC2(C)C(CCC3C2CC(=O)C2(C)C3CC(C3CCCC3=O)C2C(C)=O)C1 (stereo unspecified) | 0.9 | 28 | -1 | -15 | 8 | 0 | 4 | -4 | -3 | x | -2
CC(NC(=O)COC(=O)[C@@H]1CCCN1S(=O)(=O)c1ccccc1F)C12CC3CC(CC(C3)C1)C2 (stereo partly specified) | 1.5 | 1 | 16 | -22 | 0 | -6 | 1 | -6 | 9 | 2 | 14
CCN(CC)c1nc2cc(OC)ccc2cc1C#N | 4.3 | -24 | 7 | -3 | 9 | -3 | 0 | 2 | 10 | 2 | 18
N#Cc1cccc(NC(=O)CSc2ccc3c4c(cccc24)C(=O)c2ccccc2-3)c1 | -0.2 | -29 | -51 | -14 | 5 | 12 | 0 | -4 | -40 | 1 | -24
Cc1ccc(-n2cnc(=O)c3cccnc32)cc1 | -3.0 | -19 | 2 | -4 | -2 | 5 | -3 | -6 | -22 | 0 | 9
CN(c1ccccc1)S(=O)(=O)c1cccc(NC(=O)CSc2nncn2C)c1 | 5.3 | -26 | 3 | -18 | 3 | 1 | -2 | 0 | 10 | -3 | 18
CCOC(=O)c1c(NC(=S)Nc2ccccc2C)sc2c1CCC2 | 2.5 | 2 | 0 | -1 | -10 | -16 | 6 | 6 | -4 | 5 | -4
Cc1cccc(C)c1NC(=O)C1(NC(=O)C2CCC(=O)N2)CCCCC1 (stereo unspecified) | -0.4 | -8 | 12 | -5 | 2 | 6 | -2 | 3 | 4 | -3 | -17
O=C(O)CN1C(=O)C2C3CC(C2C1=O)C1C(c2ccccc2)c2sc(=O)[nH]c2SC31 (stereo unspecified) | -1.2 | -3 | 6 | -5 | -10 | 4 | 2 | 0 | 2 | 2 | 22
Nc1ccc(C(=O)N/N=C\C=C\c2cccc([N+](=O)[O-])c2)cc1 | -2.5 | -5 | -33 | -6 | -6 | 10 | -2 | -5 | -8 | 0 | -15
OCC[C@@H]1C[C@H](O)[C@@H](O)[C@]2(CCCO2)O1 | 0.3 | 31 | 10 | -12 | -6 | 0 | 3 | 3 | -4 | 3 | 8

Profiles, looked up by structure. Order of screens: iPSC survival up, NR2E3 ag-1, HIF-2a inh, CaV13 FRET inh, MITF TRPM1 inh, H9c2 protect, HTR2A ag, PDI inh, Peg3 promoter, NR2E3 ag-2, Shn3 3UTR inh
Nc1ccc(C(=O)N/N=C\C=C\c2cccc([N+](=O)[O-])c2)cc1 is listed as -2.5, -5, -33, -6, -6, 10, -2, -5, -8, 0, -15
N#Cc1cccc(NC(=O)CSc2ccc3c4c(cccc24)C(=O)c2ccccc2-3)c1 is listed as -0.2, -29, -51, -14, 5, 12, 0, -4, -40, 1, -24
O=C(O)CN1C(=O)C2C3CC(C2C1=O)C1C(c2ccccc2)c2sc(=O)[nH]c2SC31 (stereo unspecified) is listed as -1.2, -3, 6, -5, -10, 4, 2, 0, 2, 2, 22
CCOC(=O)c1c(NC(=S)Nc2ccccc2C)sc2c1CCC2 is listed as 2.5, 2, 0, -1, -10, -16, 6, 6, -4, 5, -4
CC(=O)OC1CCC2(C)C(CCC3C2CC(=O)C2(C)C3CC(C3CCCC3=O)C2C(C)=O)C1 (stereo unspecified) is listed as 0.9, 28, -1, -15, 8, 0, 4, -4, -3, x, -2
